VEEV TC-83 Vero: inhibitors of VEEV TC-83 cytopathic effect, confirmation, Vero cells (AID 588727); Vero cells, VEEV TC-83 cytopathic effect inhibition; higher % means a stronger effect; 0.13% of 350,000 active; one-dose inhibition, % at 20 µM; IC50 in µM for titrated hits; in the data active = a potency from the dose series; inconclusive = inhibition mostly from about 14% at the one dose, without a potency; inactive = the rest, 99 in 100 with inhibition below about 12%; also: strong numbers were not always called active
influenza NS1A: NS1A inhibition, H1N1 influenza, cell based functional assay (AID 504329) | 0.3% of 340,000 active | inhibition, % at 12.5 µM; hits with a dose series show IC50 in µM | NS1A functional cell-based assay, percent inhibition; higher % means a stronger effect; in the data active = a potency from the dose series; inconclusive = inhibition above about 27% without an active follow-up result; also: strong numbers were not always called active
H37Rv inhibition: M. tuberculosis growth inhibition, HTS (AID 449762); M. tuberculosis H37Rv growth inhibition, 7H9 media; higher % means a stronger effect; 0.59% of 330,000 active; one-dose inhibition, % at 25 µM; IC50 in µM for titrated hits; in the data active = a potency from the dose series; inconclusive = inhibition above about 70% without an active follow-up result;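 also: bacterial growth assessed after seven days of incubation; strong numbers were not always called active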
Salmonella PhoP GFP: Inhibition of PhoP regulon, Salmonella typhi GFP reporter cells, confirmation, 4 h (AID 1850); 0.33% of 310,000 active; one-dose inhibition, % at 50 µM; IC50 in µM for titrated hits; Salmonella Typhi PhoP-promoter GFP reporter, fluorescence, 4 h; higher % means a stronger effect; in the data active = a potency from the dose series; inconclusive = inhibition mostly from about 25% at the one dose, without a potency; inactive = the rest, 99 in 100 with inhibition below about 19%;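 also: 0% = induced wells with vehicle and 100% = uninduced wells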
M. tuberculosis: growth inhibition of non-replicating M. tuberculosis (AID 488890); Mycobacterium tuberculosis non-replicating, growth inhibition; higher % means a stronger effect; inhibition, % at 25 µM, or IC50 in µM where a hit was titrated; 0.39% of 320,000 active; in the data active = a potency from the dose series; inconclusive = inhibition mostly from about 82% at the one dose, without a potency; inactive = the rest, 99 in 100 with inhibition below about 76%;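 also: plate controls were DMSO cells for no effect and high antibiotic wells for full effect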
The depositor's hits bear a star; i = inactive; ? = inconclusive; . = not tested or not shown; & = joins results of further samples.

cpd	SMILES	VEEV TC-83 Vero	influenza NS1A	H37Rv inhibition	Salmonella PhoP GFP	M. tuberculosis
1	C=CCNc1nc(-c2ccccc2)nc(-n2ccnc2)n1	i	-11%	?	28%	79%
2	CCOC(=O)c1ccc(NC(=S)NC2CCCC2)cc1	1.2%	1%	6%	7%	?
3	Cc1ccc(C(=O)N2CCC(C)CC2)cc1S(=O)(=O)N1CCCCC1	i	25%	-3%	-3%	-1%
4	CC(=O)NC(CCS(C)(=O)=O)C(=O)Nc1cccc(Cl)c1Cl (stereo not given)	0.5%	34%	-7%	-10%	-18%
5	Fc1ccccc1N1CCN(C2CCN(Cc3c[nH]c4ccccc34)CC2)CC1	i	2%	4%	10%	19%
6	C(=C\c1ccccc1)/CSc1ccccn1	0.3%	-1%	-2%	-7%	65%
7	Cc1ccc(NC(=O)c2ncn(CCCNCC3CCCO3)n2)cc1C (stereo not given)	1.1%	-6%	.	.	.
8	Cc1ccc(-c2nc3cccnc3s2)cc1NS(C)(=O)=O	1.8%	7%	0%	6%	18%
9	CCOc1ccc2c(S(=O)(=O)O)cccc2c1[N+](=O)[O-]	12%	-2%	.	.	.
10	O=c1oc(-c2cccs2)nc2sc3c(c12)CCCCC3	1.2%	1%	?	-6%	79%
11	CCOc1ccc(C(=O)COC(=O)c2c(-c3ccccc3)noc2C)cc1	6.8%	-3%	43%	4%	14%
12	CC(=NCCc1ccccc1)C1=C(O)C(c2ccccc2)OC1=O (stereo not given)	0.0%	6%	-5%	2%	12%
13	COC(=O)c1cc2c([nH]c1=O)CCCC2=O	0.9%	-11%	.	.	.
14	Cc1ccc(C(=O)CSc2nc(C)cc(=O)[nH]2)cc1	1.3%	22%	-7%	4%	-4%
15	Cc1ccc(S(=O)(=O)c2nc(S(C)(=O)=O)sc2N2CC(C)OC(C)C2)cc1 (stereo not given)	i	-13%	-23%	-13%	-11%
16	CN(C)S(=O)(=O)c1ccc(-c2csc(-c3cccnc3)n2)cc1	3.7%	6%	12%	13%	34%
17	O=c1c2cc(Cl)ccc2[nH]c(=S)n1Cc1ccccn1	0.1%	5%	4%	2%	1%
18	CC(O)c1nc2ccccc2n1C/C=C/c1ccccc1 (stereo not given)	1.7%	-5%	2%	17%	21%
19	CSc1ccccc1OCc1cc(C(=O)N(C)Cc2ccc3nsnc3c2)no1	5.6%	-4%	-6%	-9%	5%
20	COc1ccc(-c2cc(C(F)(F)F)c(C#N)c(SCC(=O)O)n2)cc1OC	.	.	4%	1%	3%
21	O=S(=O)(NCCc1csc(-c2cccnc2)n1)c1cc(F)ccc1F	7.8%	-6%	-3%	-10%	-8%
22	O=[N+]([O-])c1cccc(-c2ccc(CN3CCCCC3)o2)c1	1.8%	1%	-1%	-2%	3%
23	CCOCC(=O)N1CCC(Cc2ccccc2)CC1	1.1%	.	12%	3%	.
24	CC(=O)C1=C(O)C(=O)N(CCc2c[nH]c3ccccc23)C1c1cccc(O)c1 (stereo not given)	0.2%	-49%	-4%	6%	42%
25	CCn1ncc(/C=C/C(=O)NCc2cn(C)nc2C)c1C	2.6%	-1%	-5%	0%	-11%
26	Cc1ccc(S(=O)(=O)N2CCOC2CNC(=O)C(=O)NCc2ccc3c(c2)OCO3)cc1 (stereo not given)	2.1%	-2%	-13%	6%	13%
27	CCC(C(=O)Nc1cccnc1)c1ccccc1 (stereo not given)	i	-11%	-1%	-8%	1%
28	O=c1[nH]ncc2c3ccccc3n(Cc3cccc(Cl)c3)c12	1.6%	-17%	0%	-12%	-5%
29	O=C1c2cccc3c(O)ccc(c23)C(=O)N1Cc1ccco1	0.6%	30%	.	.	.
30	OCCN1CN=C(Nc2nc3ccccc3s2)NC1	i	-23%	-4%	2%	3%
31	Cc1ccc(/C=C/C(=O)N2CCN(S(=O)(=O)c3ccc(C)c(C)c3)CC2)o1	3.3%	5%	-4%	-4%	19%
32	C/C(=N\N=C\c1cccc(F)c1)c1nnn(-c2nonc2N)c1C	i	-2%	-1%	4%	-8%
33	Cc1cnc(C(=O)OCC(=O)Nc2c(Cl)cc(Cl)cc2Cl)cn1	0.8%	-12%	-8%	.	-4%
34	Cc1cnc(C(=O)OCC(=O)N(CC(C)C)C2CCS(=O)(=O)C2)cn1 (stereo not given)	i	1%	0%	.	-1%
35	O=C(Nc1ccc(C(F)(F)F)cc1)c1ccccc1Br	i	-8%	-3%	6%	17%
36	CCCCn1c(O)c(C(CC)=Nc2ccc(C(=O)O)cc2)c(=O)[nH]c1=O	4.4%	3%	6%	-14%	4%
37	COc1ccc([C@@H]2CC=C(C(=O)O)[C@H](c3cccc(Cl)c3)N2S(=O)(=O)c2ccccc2C)cc1	i	5%	-3%	-4%	20%
38	COc1ccc([C@@H](OC)[C@@]2(Cc3ccc(O)cc3)N=C(N)N(C)C2=O)cc1	0.5%	-9%	-1%	.	-1%
39	CON(C)c1nc(OCCNC(=O)COc2ccc(Cl)cc2C)nc(N(C)C)n1	0.3%	-1%	-1%	9%	8%
40	Cc1ccc(-c2noc(C3CCCN(C(=O)c4c(F)cccc4F)C3)n2)cc1 (stereo not given)	i	6%	9%	-2%	2%
41	COc1ccc(CCNc2c(C=O)c(=O)[nH]c3ccccc23)cc1OC	0.5%	1%	-8%	-3%	3%
42	COc1ccc(NS(=O)(=O)c2cc(NC(=O)C3CC3)ccc2N2CCCCC2)cc1	2.4%	-2%	2%	5%	27%
43	Cc1cccc(C)c1NC(=O)CNC(=O)c1ccc2nc[nH]c2c1	1.2%	-1%	-12%	1%	-11%
44	CC(C)CNC(=S)Nc1ccccc1F	1.5%	-3%	-1%	-5%	60%
45	CC(Oc1cccc([N+](=O)[O-])c1)C(=O)NCCC1=CCCCC1 (stereo not given)	3.6%	-15%	-3%	.	31%
46	CCOC(=O)C(=O)NCC(c1cccs1)S(=O)(=O)c1ccc(Cl)cc1 (stereo not given)	i	-1%	1%	-32%	9%
47	Cc1cc(C)nc(SCc2cn3ccccc3n2)n1	1.9%	-5%	4%	9%	-11%
48	O=C(Cn1cc2c(n1)CCCC2)N1CCOCC1	0.8%	0%	-1%	-8%	-28%
49	Cc1ccc(C(=O)N/N=C/C=C/c2ccccc2)cc1	0.4%	-1%	90%	-9%	3.8µM*
50	Cc1c(C)c2ccc(OCC(=O)N3CC[C@@]4(O)CCCC[C@H]4C3)c(C)c2oc1=O	7.6%	-3%	-15%	8%	9%

(list continues)
cpd	SMILES	VEEV TC-83 Vero	influenza NS1A	H37Rv inhibition	Salmonella PhoP GFP	M. tuberculosis
51	Cc1ccc(C)c(CN2CCC(CNC(=O)Nc3cccc(Cl)c3C)CC2)c1	i	-22%	10%	-11%	23%
52	COC(=O)c1ccccc1CSc1nsc(C)c1C#N	1.6%	-7%	0%	-9%	11%
53	CCOc1ccc(N2CC(C(=O)Nc3ccccn3)CC2=O)cc1 (stereo not given)	i	-8%	12%	12%	?
54	CC(C)C(=O)Nc1cccc(NC(=S)NC(=O)c2ccccc2Cl)c1	1.7%	3%	5%	1%	18%
55	COc1ccc(F)cc1S(=O)(=O)NCCN1CCOCC1	0.3%	-5%	-27%	2%	-21%
56	Cn1c(C(=O)OC(C(=O)NC2CCCCC2)c2cccnc2)cc2sccc21 (stereo not given)	6.2%	15%	0%	-8%	12%
57	CCc1ccc(OCC(=O)N2CC(C(N)=O)Oc3ccccc32)cc1 (stereo not given)	3.7%	4%	4%	-13%	10%
58	O=C1c2ccccc2C(=O)N1CCCCSc1nnc2ccccn12	2.4%	2%	-4%	-1%	-7%
59	CC(C)c1ccc(-n2nc3ccc(N)cc3n2)cc1	1.4%	-1%	-2%	12%	62%
60	COC(=O)c1sccc1NC(=O)CC1C(=O)NCCN1C(=O)Nc1ccc(F)cc1F (stereo not given)	2.0%	2%	10%	-3%	-10%

Copied from the list.
#59 – Salmonella PhoP GFP: 12%
#54 – influenza NS1A: 3%
#58 – Salmonella PhoP GFP: -1%
#55 – influenza NS1A: -5%

The list goes on:
cpd	SMILES	VEEV TC-83 Vero	influenza NS1A	H37Rv inhibition	Salmonella PhoP GFP	M. tuberculosis
61	CC1CC(C)(C)NC(=S)O1 (stereo not given)	1.1%	4%&10%	0%&5%	11%&-4%	-10%&-2%
62	Cc1ccc(-n2nnnc2-c2ccccc2)cc1	0.6%	8%	9%	12%	-7%
63	CC/C(=N/N=C(/CC)c1ccc(O)cc1)c1ccc(O)cc1	5.9%	4%	-3%	6%	1%
64	COc1ccc(CC(=O)N2CCOCC2)cc1	1.6%	5%	-10%	2%	6%
65	COc1ccc(CN2CCC3CC2c2cc(-c4cccc(C)c4)ccc23)cc1 (stereo not given)	i	6%	.	.	.
66	Cn1cncc1C#Cc1c(C=O)n(C)c2ccccc12	0.5%	-14%	?	.	?
67	COCCNC(=O)CCN1N=C(c2ccccc2)CCC1=O	0.3%	3%	-7%	0%	0%
68	O=C(NNC(=O)c1ccc(Cl)c(S(=O)(=O)Nc2ccc(Cl)cc2)c1)c1ccc(=O)[nH]c1	2.0%	-4%	27%	4%	2%
69	Cc1cc(C)n2nc(SCCC(=O)NCCc3ccccc3)nc2n1	0.7%	4%	-1%	-2%	8%
70	Cc1ccc(Cl)cc1NC(=O)c1cc2ccccc2cc1O	1.8%	-11%	3%	11%	16%
71	CSc1nc(Nc2ccc(Cl)cc2)c(C#N)c(=O)[nH]1	0.4%	-4%	-2%	-8%	69%
72	CCN(CC)S(=O)(=O)c1cccc(S(=O)(=O)N2CCCCC2)c1	i	5%	-2%	6%	14%
73	C=CCNC(=S)Nc1cccc2ccccc12	0.2%	-2%	-2%	3%	36%
74	Cc1ccc(C)c(N(CC(=O)NCc2ccc3c(c2)OCO3)C(=O)CCC(=O)Nc2ccccn2)c1	9.9%	-1%	0%	-3%	21%
75	c1ccc(-c2nc(-c3cccs3)[nH]c2-c2ccccc2)cc1	i	1%	5%	0%	-4%
76	COC(=O)COc1ccc(NC(=O)Cn2nc(-c3ccccc3)c3ccccc3c2=O)cc1	i	-17%	37%	-3%	73%
77	O=C(CN1CCN(CC(=O)Nc2ccccn2)CC1)Nc1ccccn1	0.7%	4%	-5%	-21%	2%
78	O=C(CN(C(=O)Cn1nnc(-c2cccs2)n1)c1ccc2c(c1)OCCO2)NCC1CCCO1 (stereo not given)	5.6%	1%	4%	-16%	-7%
79	Nc1nc(-c2ccco2)c(-c2ccco2)s1	0.8%	11%	56%	-6%	41%
80	O=C(NCCc1ccc(F)cc1)c1cccs1	0.9%	9%	-2%	6%	6%
81	O=C(O)c1cccc2c1-c1ccc(Cl)cc1C2=O	i	-20%	.	.	.
82	OCCN1C[C@H](O)[C@@H](O)[C@H](O)[C@H]1CO	.	.	10%	6%	-4%
83	CCOC(=O)N1CCC(NC(=O)c2ccc3c(c2)N=C(CC)c2cc(C)ccc2S3)CC1	7.5%	7%	20%	4%	7%
84	CCCCNC(=O)C1CC(c2cccc(F)c2)=NO1 (stereo not given)	0.0%	7%	-3%	11%	44%
85	COCCN(C(=O)COC(=O)c1ccc2[nH]c(C)c(C)c2c1)c1c(N)n(Cc2ccccc2)c(=O)[nH]c1=O	3.3%	-3%	10%	1%	6%
86	Cn1cccc1C(=O)OCC(=O)N1CCc2ccccc21	1.5%	-6%	4%	.	-6%
87	O=S(=O)(c1ccc(Cl)c(S(=O)(=O)N2CCCC2)c1)N1CCCC1	i	2%	-6%	4%	-7%
88	Cc1ccc(OCC(=O)N2CCc3ccccc3C2)cc1	0.6%	-3%	8%	-5%	67%
89	COc1ccc(-c2nn(-c3ccccc3)cc2C(=O)OCC(=O)c2ccc(C)c([N+](=O)[O-])c2)cc1	2.5%	-1%	18%	4%	5%
90	COCCCn1c(N)c(C(=O)NCc2ccco2)c2nc3ccccc3nc21	6.1%	.	1%	-7%	4%
91	CCN1C[C@@H]2[C@@H]3C(=O)N(C)C(=O)[C@@H]3[C@](C)(C1=O)N2C(=O)c1ccc(Br)cc1	i	-8%	.	.	.
92	COc1cccc2cc(S(=O)(=O)c3ccc(C)cc3)/c(=N/NS(=O)(=O)c3ccc(C)cc3)oc12	0.9%	-12%	-7%	5%	-5%
93	CN(C)c1nc(C(=O)NN)nc(N(C)C)n1	0.3%	-5%	-8%	-11%	-7%

Profiles from above. Screens in order: VEEV TC-83 Vero, influenza NS1A, H37Rv inhibition, Salmonella PhoP GFP, M. tuberculosis
CCOC(=O)N1CCC(NC(=O)c2ccc3c(c2)N=C(CC)c2cc(C)ccc2S3)CC1 reads 7.5%, 7%, 20%, 4%, 7%
COCCN(C(=O)COC(=O)c1ccc2[nH]c(C)c(C)c2c1)c1c(N)n(Cc2ccccc2)c(=O)[nH]c1=O reads 3.3%, -3%, 10%, 1%, 6%
CCCCNC(=O)C1CC(c2cccc(F)c2)=NO1 (stereo not given) reads 0.0%, 7%, -3%, 11%, 44%
OCCN1C[C@H](O)[C@@H](O)[C@H](O)[C@H]1CO reads ., ., 10%, 6%, -4%

Screens: PubChem, Southern Research Specialized Biocontainment Screening Center
